From PubChem BioAssay
IMPase cell inh: qHTS Assay for Identifying the Cell-Membrane Permeable IMPase Inhibitors. CHO-M1 cells, IP1 accumulation, HTRF TR-FRET ratio. 120,000 tested, under 10 active. inhibition (IP1 accumulation), % at 46.1 µM; active = well fitted curve in the direction sought with a large enough effect in the signal ratio, not every such curve was filed as active; inconclusive = small, poorly fitted or top-dose-only effect, or a change in a side signal; inactive = no such curve, though single readings can be large or run the other way; the % refers to the signal ratio;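 also: cells stimulated with carbachol in lithium chloride buffer; plate controls were DMSO basal wells for no effect and reference inhibitor wells for full effect; higher means more IMPase inhibition seen as more IP1 and lower FRET ratio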
Target sequence (P97697 whole entry, looked up): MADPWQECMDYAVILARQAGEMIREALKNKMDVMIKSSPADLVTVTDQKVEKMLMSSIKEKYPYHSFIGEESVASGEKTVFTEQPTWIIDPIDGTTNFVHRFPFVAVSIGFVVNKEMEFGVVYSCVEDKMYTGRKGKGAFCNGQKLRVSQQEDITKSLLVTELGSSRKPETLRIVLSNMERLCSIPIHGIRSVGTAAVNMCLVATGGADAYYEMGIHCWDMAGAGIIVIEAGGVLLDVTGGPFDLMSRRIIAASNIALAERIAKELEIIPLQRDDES
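Elevated IP1 in lysates lowers TR-FRET signal (665/620 ratio and 620 channel reported). Cells were CHO-M1, given carbachol (50 uM as added) plus 50mM LiCl, pH 7.4, 30 min, 37C; compounds titrated up to 46 uM; AC50 by Hill equation.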
ALOX12 inhib: qHTS Assay for Inhibitors of 12-hLO (12-human lipoxygenase) | AID 1452, 2008 | Polyunsaturated fatty acid lipoxygenase ALOX12 (Homo sapiens), P18054 | purified 12-hLO, xylenol orange hydroperoxide absorbance | 150,000 tested, 0.12% active | Potency, µM (doses to about 57.1 µM), for the others: at the top dose activity change, negative = inhibition, actives largely listed as inhibitors; also: potency is read from the fitted curve at half-maximal effect; nearly all actives have a fitted effect of over 55% in size; many of its hits are not listed in these tables
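Hydroperoxide output read as Fe(III)-xylenol orange absorbance, 573-to-405 nm ratio, after 30 min reaction with 40 uM arachidonic acid. Enzyme: 150 nM purified human 12hLO, 15 min compound preincubation; 25 mM Hepes pH 7.0, room temperature.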
PNC inhibitor: High Content Assay for Compounds that inhibit the Assembly of the Perinucleolar Compartment | PC3M PTB-GFP, PNC prevalence imaging, 16 h; active compounds read low | activity change (PNC), negative = inhibition, % at 10 µM | 140,000 tested, 3.1% active | AID 2417, 2010;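 active = readout at or below -70, meaning at least 70% loss of cells showing the perinucleolar compartment, a nuclear body marking cancer cells; inconclusive = readout between -30 and a set limit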;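 also: plate controls were DMSO wells for no effect and camptothecin positive control wells for full effect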
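PC3M cells stably expressing PTB-GFP, 750–1000 cells/well, treated 16 h at 37 °C with compound (23 nl of library stock), in duplicate. After paraformaldehyde fixation and Hoechst stain, imaged at 20x; PNC prevalence scored by image analysis.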
ALOX15B inhib: qHTS Assay for Inhibitors of 15-hLO-2 (15-human lipoxygenase 2); Polyunsaturated fatty acid lipoxygenase ALOX15B (Homo sapiens), O15296; Potency, µM (titrated, usually from 57.1 µM), inactives show top-dose activity change, negative = inhibition, most hits filed as inhibitors; purified 15hLO-2, xylenol orange hydroperoxide absorbance; 110,000 tested, 0.56% active; also: potency is read from the fitted curve at half-maximal effect; nearly all actives have a fitted effect of over 60% in size; many of its hits are not listed in these tables
Target sequence (O15296 whole entry, looked up): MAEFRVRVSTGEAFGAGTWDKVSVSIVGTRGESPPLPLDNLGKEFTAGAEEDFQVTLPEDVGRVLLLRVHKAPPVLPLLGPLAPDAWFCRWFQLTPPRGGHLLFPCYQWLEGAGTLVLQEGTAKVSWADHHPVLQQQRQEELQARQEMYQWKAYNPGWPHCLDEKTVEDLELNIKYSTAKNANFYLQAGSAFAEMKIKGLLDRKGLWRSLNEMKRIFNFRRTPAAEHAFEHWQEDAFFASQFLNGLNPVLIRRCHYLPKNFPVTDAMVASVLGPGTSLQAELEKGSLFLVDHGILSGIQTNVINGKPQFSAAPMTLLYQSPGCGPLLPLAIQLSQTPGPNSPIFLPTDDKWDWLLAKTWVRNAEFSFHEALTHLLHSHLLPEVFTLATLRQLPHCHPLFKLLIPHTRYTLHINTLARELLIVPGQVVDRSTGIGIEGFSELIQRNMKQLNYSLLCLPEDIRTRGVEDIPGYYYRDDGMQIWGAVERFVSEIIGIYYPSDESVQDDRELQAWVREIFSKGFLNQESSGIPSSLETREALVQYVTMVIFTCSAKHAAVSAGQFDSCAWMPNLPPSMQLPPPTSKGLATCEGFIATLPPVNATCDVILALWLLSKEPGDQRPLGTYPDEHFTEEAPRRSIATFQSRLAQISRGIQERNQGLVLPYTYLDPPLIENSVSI
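Purified human 15hLO-2 (50 nM final) preincubated with compounds 15 min at room temperature in 25 mM Hepes pH 7.5, 0.01% Triton X-100, then 45 uM arachidonic acid added for 90 min; hydroperoxide detected via ferrous/xylenol orange, 573/405 nm absorbance ratio.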
Starred values were filed as active, the others as inactive; ? = inconclusive; . = no result given; [ ] = another dose, or the depositor's remark. Unless noted, calls follow the shape of the dose curve; as a rule, active = well fitted curve in the direction sought with a large enough effect; inconclusive = small, poorly fitted or top-dose-only effect, or another doubt; inactive = no such curve, though single readings can be large; an effect the other way counts as inactive or inconclusive. Unless noted, % is scaled to controls: 0 for no effect and ±100 for the full control effect.

ALOX15B inhib	ALOX12 inhib	SMILES	IMPase cell inh	PNC inhibitor
25µM*	16µM*	CCc1nnc(NS(=O)(=O)c2ccc(NC(=S)NC(=O)/C=C/c3ccc(C(C)C)cc3)cc2)s1	10	15
-4%	-8%	O=C(CSc1nnc2c(Cl)cc(C(F)(F)F)cn12)Nc1ccc2c(c1)OCO2	18	-7
.	-2%	CCC(NC(=S)Nc1ccccc1)C(=O)O (stereo not given)	.	17
.	0%	CCC(=O)N/C(=N/c1nc(C)cc(C)n1)Nc1ccc(OC)cc1	5	-22
.	2%	CC1=NN(c2ccc([N+](=O)[O-])cc2)C(=O)/C1=C\N(C)C	.	14
.	2%	CCCCn1c(SCC(=O)OCC)nc2c1c(=O)[nH]c(=O)n2C	-9	-119*
1%	-3%	Oc1cccc(Nc2ncnc3ccccc23)c1	8	?
.	-3%	COc1ccccc1-n1c2nc3ccccc3nc2c2c(=O)n(-c3cc(C)cc(C)c3)cnc21	.	-22
0%	0%	Cc1cc(=O)oc(C)c1C(=O)NCCc1ccc(F)cc1	-3	1
.	6%	COC(=O)c1cc(C(=O)Nc2nnc(CC(C)(C)C)s2)cc([N+](=O)[O-])c1	-2	-8
.	-17%	CCOC(=O)c1[nH]c2ccccc2c1NC(=S)Nc1cc(C)ccc1C	.	7
-8%	-9%	CCOC(=O)C1=C(C(C)=O)C(c2cccnc2)C(C#N)=C(N)O1 (stereo not given)	-6	-29
52%[activator]	-1%	Cn1c(=O)c2[nH]c(CNCc3ccccc3Cl)nc2n(C)c1=O	-1	43
0%	-6%	CCOC(=O)c1c(C)[nH]c(C)c1C(=O)COC(=O)c1ccc(S(=O)(=O)N(CC)CC)cc1	-2	18
6%	-11%	Cc1ccc(OCc2nnc(SCc3ccc(C#N)cc3)n2-c2ccc(C)cc2)cc1	17	4
0%	2%	COCCCNS(=O)(=O)c1ccc(OC)c(Cl)c1Cl	5	21
-29%	-25%	Cc1cccc(C2NC(=O)c3c(sc(C)c3C)N2)c1O (stereo not given)	6	53
-2%	1%	Cc1nc2cnc(N3CCNCC3)nc2n(CCC#N)c1=O	.	.
-2%	-9%	C=CCNC(=O)NC(=S)c1ccccc1	1	-10
0%	2%	O=S1(=O)N=C(N2CCOCC2)c2ccccc21	5	-8
.	-12%	CCOP(=O)(OCC)c1nc(-c2cccc3ccccc23)oc1NCCc1ccc(OC)cc1	.	?
.	0%	COc1ccc(CCN2C(=O)CS/C2=N\NC(=O)c2ccc(C(C)(C)C)cc2)cc1OC	4	8
-20%	5%	Cc1cccc2c1[nH]c1nc(N/N=C\c3ccco3)nnc12	1	21
-4%	-2%	COc1cccc(NC(=O)c2oc3ccccc3c2NC(=O)c2ccc3c(c2)OCO3)c1	8	83
2%	1%	COc1cc(/C=C/C(=O)N(C)c2ccccc2C(=O)O)cc(OC)c1OC	1	36
-7%	1%	COc1ccccc1N1CCN(c2nnc(-c3ccc(F)cc3)c3ccccc23)CC1	3	12
4%	-8%	CC(=O)NCCCc1nc2ccccc2n1Cc1ccc(C)cc1	-6	-21
3%	-24%	NC(=O)c1ccsc1NC(=O)C1CCCN1S(=O)(=O)c1ccc(Cl)cc1 (stereo not given)	0	67
1%	3%	Cc1cc(C)cc(NC(=O)CC2NCCNC2=O)c1 (stereo not given)	-3	10
-3%	-3%	CCOC(=O)N1CCN(C(=O)CCN2C(=O)COc3ccc(C)cc32)CC1	-1	13
-7%	-9%	Cn1c(CN2CCCCC2)c(C#N)c2ccccc21	14	?
.	5%	CS(=O)(=O)n1nc(C(=O)N2CCOCC2)nc1N	.	15
.	1%	CCCOc1cccc(C(=O)N(Cc2ccco2)C2CCS(=O)(=O)C2)c1 (stereo not given)	-11	-12
.	-9%	C=COCCNC(=O)Nc1ccc(Cl)c(Cl)c1	14	25
-8%	10%	Cc1cc(Cl)c(S(=O)(=O)N2CCCC2)cc1OCC(=O)NC1CCCCC1	8	13
5%	4%	O=C(c1ccc(N2CCCCC2)c([N+](=O)[O-])c1)N1CCOCC1	4	87
0%	3%	COc1ccc(C(=O)N2CCC3(CC2)CCN(c2ncccn2)CC3)cc1	.	.
-9%	-14%	COC(=O)c1cn[nH]c1NC(=S)Nc1ccc(Cl)c(Cl)c1	-6	?
10%	-3%	CCOC(=O)c1cnc(SCc2ccc(C(C)(C)C)cc2)nc1N	5	-16
-16%	5%	Cc1cccc(Oc2cc(N)cc([N+](=O)[O-])c2)c1	6	43

An excerpt of these results, as labelled records.
compound: CC(=O)NCCCc1nc2ccccc2n1Cc1ccc(C)cc1
  ALOX15B inhib = 4%
  ALOX12 inhib = -8%
  IMPase cell inh = -6
  PNC inhibitor = -21

compound: O=S1(=O)N=C(N2CCOCC2)c2ccccc21
  ALOX15B inhib = 0%
  ALOX12 inhib = 2%
  IMPase cell inh = 5
  PNC inhibitor = -8

(cont.)
ALOX15B inhib	ALOX12 inhib	SMILES	IMPase cell inh	PNC inhibitor
.	0%	COCCn1c(-c2ccccc2Cl)nc2c(c(=O)c3ccccc3n2C)c1=O	.	21
.	0%	COc1ccc2c(c1)CC/C(=C/c1ccco1)C2=O	.	11
.	-4%	CC1CCN(CCOc2ccccc2-c2ccccc2)CC1	.	-105*
2%	1%	Cc1c(Cl)cccc1NC(=O)CC1NCCNC1=O (stereo not given)	-4	-21
4%	3%	COC(=O)C1=C(C)Nc2ncnn2C1c1ccccn1 (stereo not given)	-10	15
.	-6%	COc1cc2c(cc1OC)-c1cc3ccc4c(c3c[n+]1CC2)OCO4	.	?
3%	-6%	COc1ccc(Cn2nnnc2CN2CCc3ccccc3C2)cc1	2	-2
25%	-5%	CCc1nc(N2CCC3(CC2)OCCO3)c2nnn(Cc3ccccc3Cl)c2n1	11	52
1%	-1%	O=C(Nc1ccccc1)NC1(C(=O)N2CCN(c3ncccn3)CC2)CCCCC1	1	?
2%	?	COc1ccc2cc(CN(Cc3cccnc3)S(=O)(=O)c3ccccc3)c(=O)[nH]c2c1	-4	-4
-3%	-9%	COc1cc(NC(=O)CSc2ccc3c(c2)OCCO3)cc(OC)c1OC	-6	-13
-3%	-2%	O=C(NCCCCC(NC(=O)c1ccc([N+](=O)[O-])cc1)C(=O)O)c1ccc([N+](=O)[O-])cc1 (stereo not given)	-3	11
-23%	4%	O=C1CC(C(=O)Nc2cccc3ccccc23)C2(CCCC2)O1 (stereo not given)	-4	21
.	1%	CC1CCC2(CC1)NC(=O)N(CC(=O)Nc1ccc(N3CCOCC3)cc1)C2=O (stereo not given)	21	16
0%	-5%	CCOC(=O)c1c(NC(=O)CSc2nnc(C)s2)sc2c1CCN(C)C2	8	-28
-4%	-12%	Cc1cccc(Nc2ccccc2C(=O)NCc2ccco2)c1C	-2	-26
-13%	-2%	CCCCC(=O)Nc1nn(CC(C)C)c2nc3ccccc3cc12	?	20
0%	7%	COc1ccc(CCNC(=O)c2cccnc2)cc1	-4	17
0%	1%	CC(C)Cc1nc(C(N)=O)c2[nH]c(=O)n(-c3ccc(F)cc3)c2n1	-2	18
-2%	-1%	COc1ccc(CCNC(=O)CSc2nc3ccccc3o2)cc1OC	3	-1
28%	8%	CCCN(Cc1ccc(N(CC)CC)cc1)CC1CC1	?	?
7%	-8%	COc1ccc(N2CCN(C(=O)c3cc4c(-c5cccc(OC)c5)nn(C)c4s3)CC2)cc1	-4	-23
.	3%	O=C(N/N=C/c1ccccn1)C12CC3CC(CC(C3)C1)C2	.	-19
4%[11.4 µM]	4%[11.4 µM]	O=C(O)c1ccc(C(=O)c2ccccc2)c(C(=O)O)c1	.	.
.	-1%	CC(NC(=O)c1ccc(F)cc1)c1ccc(F)cc1 (stereo not given)	.	24
-6%	-7%	CCC(C)NS(=O)(=O)c1ccc(S(=O)(=O)N2CCCC3(CCCCC3)C2)cc1 (stereo not given)	5	35
4%	-3%	CCc1ccccc1NC(=O)CN1CCC(NC(=O)COC)CC1	-5	4
-4%	-7%	CC(NC(=O)C(=O)NN=C1CCCCCC1)c1ccccc1 (stereo not given)	1	13
0%	-6%	CCOC(=O)c1c(NC(=O)CSc2nnnn2C)sc(C)c1-c1ccc(C)cc1	14	?
-1%	1%	CCCC[C@@H]1C[C@H]1C(NC(=O)c1ccccc1)c1ccccc1C(F)(F)F (stereo not given in full)	.	.
5%[2.29 µM]	-2%	O=C(CSc1nnc(-c2ccccc2)o1)N1CCc2ccccc2C1	3	7
17%	-6%	O=C(Nc1nccs1)c1ccc(Cl)s1	1	24
1%	-4%	COc1ccc(NC(=O)c2ccc(N(C)S(C)(=O)=O)cc2)cc1OC	12	?
8%	2%	O=c1c(F)cn(C2CCCO2)c(=O)n1Cc1c(Cl)cccc1Cl (stereo not given)	4	-9
6%	-15%	COc1cccc(NCc2cc3c(C(C)(C)C)nn(-c4ccccc4)c3[nH]c2=O)c1	-3	35
-1%	3%	CC(=O)N=c1ncn(CC(COC(C)=O)OC(C)=O)c2nc[nH]c12 (stereo not given)	-8	?
-1%	-1%	CN(CCNC(=O)CCNC(=O)Cn1ccc2ccccc2c1=O)Cc1ccccc1	-6	-27
-2%	0%	O=C(Nc1cccc(F)c1)NC1CCCCC1	4	?
5%	-3%	Cc1cc(Cl)ccc1OCC(=O)NCCCN1CCOCC1	-2	-28
-2%[0.0915 µM]	1%[0.00818 µM]	O=C(Nc1ccccc1F)c1ccc(Br)o1	.	?

In a second layout: 4 of the compounds above.
Structure: CCCC[C@@H]1C[C@H]1C(NC(=O)c1ccccc1)c1ccccc1C(F)(F)F (stereo not given in full)
  ALOX15B inhib = -1%
  ALOX12 inhib = 1%
  IMPase cell inh = .
  PNC inhibitor = .

Structure: O=C(CSc1nnc(-c2ccccc2)o1)N1CCc2ccccc2C1
  ALOX15B inhib = 5%[2.29 µM]
  ALOX12 inhib = -2%
  IMPase cell inh = 3
  PNC inhibitor = 7

Structure: O=C(Nc1nccs1)c1ccc(Cl)s1
  ALOX15B inhib = 17%
  ALOX12 inhib = -6%
  IMPase cell inh = 1
  PNC inhibitor = 24

Structure: COc1ccc(NC(=O)c2ccc(N(C)S(C)(=O)=O)cc2)cc1OC
  ALOX15B inhib = 1%
  ALOX12 inhib = -4%
  IMPase cell inh = 12
  PNC inhibitor = ?

Other records follow.
ALOX15B inhib	ALOX12 inhib	SMILES	IMPase cell inh	PNC inhibitor
.	-5%	CC1CCN(S(=O)(=O)c2cccc(C(=O)Oc3ccc([N+](=O)[O-])cc3)c2)CC1	.	-18
5%	7%	CCCCN1C(=O)NC(NS(=O)(=O)c2ccc(N)cc2)(C(F)(F)F)C1=O (stereo not given)	4	8
-6%	-3%	Cc1cc2ccccc2n1CCNC(=O)c1cccs1	-7	6
.	-2%	O=C(O)CSc1nc(C(F)(F)F)cc(=O)n1-c1ccccc1	1	81
.	-5%	CCOC(=O)N1CCN(C(=O)CSCC(=O)Nc2nc(-c3cccs3)cs2)CC1	-7	5

This is a subset; the hit share may differ from the screen's.
